Screening data from PubChem.
TNAP pNPP inh – human TNAP enzyme inhibitors, primary screen, biochemical, colorimetric, p-nitrophenol readout | Alkaline phosphatase, tissue-nonspecific isozyme (Homo sapiens), P05186 | purified TNAP, pNPP hydrolysis, absorbance 405 nm | inhibition, % at 20 µM | 21,000 tested, under 10 active;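 further: 0% = DMSO only wells and 100% = 1 mM levamisole wells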
Target sequence (P05186 whole entry, looked up): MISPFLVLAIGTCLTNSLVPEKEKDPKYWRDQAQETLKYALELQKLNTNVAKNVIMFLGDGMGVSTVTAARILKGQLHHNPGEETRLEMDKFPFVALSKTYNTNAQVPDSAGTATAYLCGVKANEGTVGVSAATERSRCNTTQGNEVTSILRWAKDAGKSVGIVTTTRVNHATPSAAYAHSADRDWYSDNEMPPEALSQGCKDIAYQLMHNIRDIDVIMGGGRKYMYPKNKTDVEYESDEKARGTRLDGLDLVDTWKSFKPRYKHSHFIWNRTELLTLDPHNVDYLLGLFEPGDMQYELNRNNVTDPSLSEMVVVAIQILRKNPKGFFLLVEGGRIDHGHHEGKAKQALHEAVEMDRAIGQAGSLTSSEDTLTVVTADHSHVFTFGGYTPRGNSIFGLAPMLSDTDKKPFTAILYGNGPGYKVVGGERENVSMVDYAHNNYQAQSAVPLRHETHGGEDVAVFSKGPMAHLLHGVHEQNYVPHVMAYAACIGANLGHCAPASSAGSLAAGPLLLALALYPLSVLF
TNAP inh Pi – human TNAP enzyme inhibitors, primary screen, biochemical, colorimetric, phosphate release readout; Alkaline phosphatase, tissue-nonspecific isozyme (Homo sapiens), P05186; purified TNAP, pNPP, malachite green phosphate absorbance; inhibition, % at 20 µM; 21,000 tested, under 10 active; AID 614, 2007
Active calls of the source: *.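 How the source made its calls: active means inhibition above 50% at the 20 µM single-dose screen; inactive means the rest.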 This is a subset, so the mix of outcomes need not match the whole.

`CC(=O)Nc1cccc(NC(=O)CSc2ncc(-c3ccc(Cl)cc3)n2Cc2ccco2)c1` gave TNAP pNPP inh 1 and TNAP inh Pi 17.
For O=c1/c(=C\c2ccc3c(c2)OCO3)sc2n1CCCN=2 the results were TNAP pNPP inh 4 and TNAP inh Pi -14.
For CCN(CC)P(=O)(/C(Cl)=C\Nc1c(C)n(C)n(-c2ccccc2)c1=O)N(CC)CC the results were TNAP pNPP inh -1 and TNAP inh Pi 0.
Cc1cc2cc(CN(Cc3nnnn3C3CCCCC3)CC3CCCO3)c(=O)[nH]c2cc1C (stereo not given) was read as TNAP pNPP inh 9 and TNAP inh Pi 10.
Screening COc1ccc(S(=O)(=O)N2CCCC(C(=O)NC3CCCCC3)C2)cc1 (stereo not given) returned TNAP pNPP inh -1 and TNAP inh Pi 7.
For O=C(Nc1ccccc1NC(=O)NC1CCCCC1)NC1CCCCC1 the results were TNAP pNPP inh 2 and TNAP inh Pi 13.
O=C(CCN1CCc2ccccc2C1)c1ccc2c(c1)OCCO2 was read as TNAP pNPP inh 4 and TNAP inh Pi 8.
Screening COC(=O)[C@H](Cc1ccccc1)NC(=O)NCCc1ccc(S(N)(=O)=O)cc1 returned TNAP pNPP inh -3 and TNAP inh Pi -1.
For O=C(O)CCCc1ccccc1 the results were TNAP pNPP inh 2 and TNAP inh Pi -12.
Screening COC(=O)c1[nH]c2ccccc2c1NC(=O)CCN1CCN(C2CCCCC2)CC1 returned TNAP pNPP inh 0 and TNAP inh Pi 5.

Reprinted from the part before: six compounds, then new ones.
Screening COc1ccc(S(=O)(=O)N2CCCC(C(=O)NC3CCCCC3)C2)cc1 (stereo not given) returned TNAP pNPP inh -1 and TNAP inh Pi 7.
For O=C(Nc1ccccc1NC(=O)NC1CCCCC1)NC1CCCCC1 the results were TNAP pNPP inh 2 and TNAP inh Pi 13.
O=C(CCN1CCc2ccccc2C1)c1ccc2c(c1)OCCO2 was read as TNAP pNPP inh 4 and TNAP inh Pi 8.
Screening COC(=O)[C@H](Cc1ccccc1)NC(=O)NCCc1ccc(S(N)(=O)=O)cc1 returned TNAP pNPP inh -3 and TNAP inh Pi -1.
For O=C(O)CCCc1ccccc1 the results were TNAP pNPP inh 2 and TNAP inh Pi -12.
Screening COC(=O)c1[nH]c2ccccc2c1NC(=O)CCN1CCN(C2CCCCC2)CC1 returned TNAP pNPP inh 0 and TNAP inh Pi 5.
Screening Cc1cccc(S(=O)(=O)C(C#N)c2nc3ccccc3nc2N2CCCC2)c1 (stereo not given) returned TNAP pNPP inh 2 and TNAP inh Pi 9.
For C=CCNc1nc2c3ccccc3n(C(C)=O)c2s1 the results were TNAP pNPP inh 4 and TNAP inh Pi 8.
`CC(=O)OCC(=O)[C@@]1(O)[C@H](C)C[C@H]2[C@@H]3CCC4=CC(=O)C=C[C@]4(C)[C@@]3(F)[C@@H](O)C[C@@]21C` gave TNAP pNPP inh 5 and TNAP inh Pi 8.
CC(=O)c1cc2c(cc1NC(=O)CSc1nc3ccccc3o1)OCO2 was read as TNAP pNPP inh 4 and TNAP inh Pi 12.
CCOC(=O)c1c(-c2cccs2)csc1NC(=O)c1ccncc1 was read as TNAP pNPP inh 6 and TNAP inh Pi 10.
`CCCN(CCC(=O)Nc1cc(OC)cc(OC)c1)CC1CC1` gave TNAP pNPP inh 2 and TNAP inh Pi 5.
Screening COC(=O)COC(=O)c1ccc(-n2nnnc2SC)cc1 returned TNAP pNPP inh 4 and TNAP inh Pi 13.
For CCn1c(SCC(=O)NCC(=O)Nc2ccc(F)cc2)nnc1-c1cccs1 the results were TNAP pNPP inh 2 and TNAP inh Pi -6.
COc1cccc(C(=O)NC2CCSC2=O)c1 (stereo not given) was read as TNAP pNPP inh 6 and TNAP inh Pi -15.
For Cc1c(NC(=O)c2cccc(F)c2)c(=O)n(-c2ccccc2)n1C the results were TNAP pNPP inh 4 and TNAP inh Pi 9.

Quoted from the results shown, 5 compounds:
`CCCN(CCC(=O)Nc1cc(OC)cc(OC)c1)CC1CC1` gave TNAP pNPP inh 2 and TNAP inh Pi 5.
Screening COC(=O)COC(=O)c1ccc(-n2nnnc2SC)cc1 returned TNAP pNPP inh 4 and TNAP inh Pi 13.
For CCn1c(SCC(=O)NCC(=O)Nc2ccc(F)cc2)nnc1-c1cccs1 the results were TNAP pNPP inh 2 and TNAP inh Pi -6.
COc1cccc(C(=O)NC2CCSC2=O)c1 (stereo not given) was read as TNAP pNPP inh 6 and TNAP inh Pi -15.
For Cc1c(NC(=O)c2cccc(F)c2)c(=O)n(-c2ccccc2)n1C the results were TNAP pNPP inh 4 and TNAP inh Pi 9.

The results go on:
Cc1cc(C(=O)Nc2ccccn2)cs1 was read as TNAP pNPP inh 4 and TNAP inh Pi -8.
COc1ccc(OC)c(NC(=O)C2CCN(c3nc(C)cc(C)n3)CC2)c1 was read as TNAP pNPP inh 5 and TNAP inh Pi 9.
Screening CSc1ccc(-c2c(C#N)c(N)nc3c2CCCC3)cc1 returned TNAP pNPP inh 0 and TNAP inh Pi 6.
`CCOC(=O)c1ccc(N2C(=O)C(C)=C(C)C2=O)cc1` gave TNAP pNPP inh 0 and TNAP inh Pi 0.
`CCCCc1cc(=O)oc2c(CN(C)C)c(O)c(Cl)cc12` gave TNAP pNPP inh 3 and TNAP inh Pi 7.
CC(NCCO)C(=O)C12CC3CC(CC(C3)C1)C2 (stereo not given) was read as TNAP pNPP inh 7 and TNAP inh Pi 10.
Screening O=C(CN1CCC(n2nnc3ccccc32)CC1)NCc1cccs1 returned TNAP pNPP inh -8 and TNAP inh Pi 0.
`CN(C)S(=O)(=O)N1CCC(Cc2ccccc2)CC1` gave TNAP pNPP inh 6 and TNAP inh Pi -5.
`CN(C)CCCN1c2ccccc2Sc2ccc(Cl)cc21` gave TNAP pNPP inh -13 and TNAP inh Pi -7.
`CCc1nc2ccccc2n1Cc1ccccc1OC` gave TNAP pNPP inh 2 and TNAP inh Pi -8.
Nc1csnc1C(=O)O was read as TNAP pNPP inh -2 and TNAP inh Pi 1.
For C[C@]12CC[C@@H]3c4ccc(OC(=O)c5ccccc5)cc4CC[C@H]3[C@@H]1CC[C@@H]2O the results were TNAP pNPP inh 0 and TNAP inh Pi 0.
`CC1Oc2ccccc2C=C1C1/C(=C(/O)c2ccccc2)C(=O)C(=O)N1CCCN(C)C` (stereo not given) gave TNAP pNPP inh 0 and TNAP inh Pi 8.
For c1nc(NC2CCCCC2)c2[nH]cnc2n1 the results were TNAP pNPP inh 4 and TNAP inh Pi 9.
For Cc1oc(C(=O)Nc2ccc(O)cc2)cc1COc1ccccc1 the results were TNAP pNPP inh -4 and TNAP inh Pi -2.
`CCOc1cccc(NC(=O)C2CCCN(S(=O)(=O)c3ccc(OC)cc3)C2)c1` (stereo not given) gave TNAP pNPP inh -2 and TNAP inh Pi 6.
`O=c1nc(N(c2ccccc2)c2ccccc2)[nH]c(=O)[nH]1` gave TNAP pNPP inh 6 and TNAP inh Pi 3.
Screening Cc1ccc2nc(NC3=NCN(C4CCCCC4)CN3)nc(C)c2c1 returned TNAP pNPP inh 5 and TNAP inh Pi 9.
CCOC(=O)C1=C(C)NC(=O)CC1c1ccccc1 (stereo not given) was read as TNAP pNPP inh 0 and TNAP inh Pi 5.
Screening c1ccc2c(c1)CCN(Cc1nnnn1Cc1ccc3c(c1)OCO3)C2 returned TNAP pNPP inh 2 and TNAP inh Pi 13.
CCOc1ccccc1NC(=O)CSc1nnc(-c2ccccc2Cl)n1Cc1ccco1 was read as TNAP pNPP inh 2 and TNAP inh Pi 5.
`COc1ccccc1Oc1ccc(S(=O)(=O)NCc2ccccn2)cc1` gave TNAP pNPP inh -10 and TNAP inh Pi -4.
`CCOc1cc(C2Nc3ccccc3C(=O)N2c2ccccc2)ccc1O` (stereo not given) gave TNAP pNPP inh 3 and TNAP inh Pi -19.
`CCCCn1c(SCC(=O)OCC)nnc1-c1ccoc1C` gave TNAP pNPP inh 4 and TNAP inh Pi 9.
Screening COc1ccc2[nH]c(=O)c(CN(Cc3nnnn3Cc3ccccc3)CC3CCCO3)cc2c1 (stereo not given) returned TNAP pNPP inh 4 and TNAP inh Pi -12.
Screening N#CCCN1CCN(CCC#N)CC1 returned TNAP pNPP inh 6 and TNAP inh Pi 5.
`O=C1CC(N2CCN(c3ccccc3Cl)CC2)C(=O)N1c1ccccc1` (stereo not given) gave TNAP pNPP inh -1 and TNAP inh Pi 4.
Screening CCOc1cccc(-c2nnc(SCC(=O)Nc3cccc(OC)c3)n2N)c1 returned TNAP pNPP inh -1 and TNAP inh Pi 3.
`CCC[C@@H]1C[C@@H](C(=O)N[C@H]([C@@H](C)O)[C@H]2O[C@H](SC)[C@H](O)[C@@H](O)C2O)N(C)C1` (stereo not given in full) gave TNAP pNPP inh 3 and TNAP inh Pi 8.
O=C(NCc1ccco1)c1cnn2c(C(F)(F)F)cc(-c3cccs3)nc12 was read as TNAP pNPP inh 2 and TNAP inh Pi 8.
`Cc1c(NC(=O)c2ccccc2N)cccc1C(=O)O` gave TNAP pNPP inh 6 and TNAP inh Pi 5.
CS(=O)(=O)CCC(C(=O)n1nnc2ccccc21)N1C(=O)c2ccccc2C1=O (stereo not given) was read as TNAP pNPP inh 0 and TNAP inh Pi 0.
For Cc1ccc2c(C(=O)CN3CCN(c4ccccc4)CC3)c(C)[nH]c2c1 the results were TNAP pNPP inh 6 and TNAP inh Pi 11.
Screening CCSC(C)CC1CC(=O)CC(=O)C1 (stereo not given) returned TNAP pNPP inh 0 and TNAP inh Pi 6.
`Clc1ccc(Cn2nnc(-c3ccc(N4CCOCC4)cc3)n2)cc1` gave TNAP pNPP inh 4 and TNAP inh Pi 9.
Screening CCOCc1nnc(NS(C)(=O)=O)s1 returned TNAP pNPP inh -2 and TNAP inh Pi 12.
`Cn1nnnc1SCc1cccc(CSc2nnnn2C)n1` gave TNAP pNPP inh 5 and TNAP inh Pi -2.
Screening Nc1ccc(Cl)cc1/C(=N/O)c1ccccc1 returned TNAP pNPP inh 0 and TNAP inh Pi -20.
For Cc1ccc(S(=O)(=O)N2c3ccccc3NC(=O)C2CC(=O)Nc2ccccc2)cc1 (stereo not given) the results were TNAP pNPP inh 5 and TNAP inh Pi 7.
`Cc1cc(C(=O)NC(C)c2ccncc2)no1` (stereo not given) gave TNAP pNPP inh 0 and TNAP inh Pi 0.
COc1ccc(N(CC(=O)NC2CCCC2)C(=O)CCC(=O)Nc2cc(C)on2)c(OC)c1 was read as TNAP pNPP inh 1 and TNAP inh Pi 6.
Screening CCOC(=O)c1[nH]c2ccccc2c1N=C(C)N(CC)CC returned TNAP pNPP inh -1 and TNAP inh Pi 5.
For CCN(CC)c1ccc(C(NC(C)=O)NC(C)=O)cc1 the results were TNAP pNPP inh -1 and TNAP inh Pi 3.
CCOC(=O)C1=C(C)Nc2ncnn2C1c1c[nH]c2ccccc12 (stereo not given) was read as TNAP pNPP inh 0 and TNAP inh Pi 11.
Screening CCOC(=O)c1[nH]c2ccc(OC)cc2c1NC(=O)CCN1CCc2ccccc2C1 returned TNAP pNPP inh 3 and TNAP inh Pi 8.
Screening O=C(OCc1cc2ccccc2[nH]c1=O)c1cccnc1 returned TNAP pNPP inh 5 and TNAP inh Pi 12.
`CCN(CC)CCNC(=O)C(C(=O)c1ccccc1)n1ccccc1=O` (stereo not given) gave TNAP pNPP inh 8 and TNAP inh Pi 8.
`O=C(COC(=O)c1cccs1)NCc1ccc2c(c1)OCO2` gave TNAP pNPP inh 5 and TNAP inh Pi -6.
Cc1sc(NC(=O)c2ccccc2)c(C(=O)N2CCN(C)CC2)c1C was read as TNAP pNPP inh 2 and TNAP inh Pi 8.
`O=C(O)c1cc(-c2ccncc2)nc2ccc(F)cc12` gave TNAP pNPP inh 4 and TNAP inh Pi 1.
CSC(=O)NC12CC3CC(CC(C)(C3)C1)C2 was read as TNAP pNPP inh 3 and TNAP inh Pi 8.
Cc1nnc(SCc2cnc(-c3ccc(C(C)C)cc3)s2)n1C was read as TNAP pNPP inh -2 and TNAP inh Pi 9.
`COc1ccc(N2CCN(CC(=O)Nc3c(C)cc(C)cc3C)CC2)cc1` gave TNAP pNPP inh -8 and TNAP inh Pi -2.
`CCCc1ccc(OCCNC(=O)CC)cc1` gave TNAP pNPP inh 4 and TNAP inh Pi 8.
Screening Cc1cc(C)c2cc(C#N)c(SCC(=O)NCc3ccco3)nc2c1 returned TNAP pNPP inh 2 and TNAP inh Pi 6.
N#C/C(C(=O)NCc1ccco1)=C1/SC(Cc2ccc(F)cc2)C(=O)N1c1ccccc1 (stereo not given) was read as TNAP pNPP inh 3 and TNAP inh Pi 8.
Screening CN1C(=O)N(c2cccc3ccccc23)C(n2cncn2)C1(C)C (stereo not given) returned TNAP pNPP inh -2 and TNAP inh Pi -5.
Screening O=C(Nc1ccc(Oc2ccccc2)cc1)C1CCCN(c2ncccn2)C1 (stereo not given) returned TNAP pNPP inh 6 and TNAP inh Pi 15.
O=C(O)c1ccnc(C(=O)O)c1 was read as TNAP pNPP inh 3 and TNAP inh Pi 9.
O=C(O)c1cccc(S(=O)(=O)Nc2ccccc2Cl)c1 was read as TNAP pNPP inh 2 and TNAP inh Pi 3.
O=C(COc1ccc(S(=O)(=O)N2CCCC2)cc1Cl)NCc1ccc2c(c1)OCO2 was read as TNAP pNPP inh 6 and TNAP inh Pi 6.
Screening COc1ccccc1C(=O)N1CCN(Cc2ccc3c(c2)OCO3)CC1 returned TNAP pNPP inh 6 and TNAP inh Pi 10.
For CCCCNC(=O)C(C#N)c1nc2ccccc2nc1N1CCN(Cc2ccc3c(c2)OCO3)CC1 (stereo not given) the results were TNAP pNPP inh -1 and TNAP inh Pi -4.
`Cc1cnn(-c2cc(Oc3ccccc3)ncn2)c1` gave TNAP pNPP inh 5 and TNAP inh Pi 8.
`COc1nc(Nc2cccc(C)c2)nc(N2CCCCC2)n1` gave TNAP pNPP inh 1 and TNAP inh Pi 7.
Screening CCCC(=O)Nc1cc(-c2nn(C)c(=O)c3ccccc23)ccc1N1CCCCC1 returned TNAP pNPP inh 1 and TNAP inh Pi 8.
